NPC1 promoter act: activators of NPC1 promoter. Huh7 NPC1 promoter luciferase reporter, 24 h. Potency, µM (titrated, usually from 9.22 µM), inactives show at the top dose activation, hits mostly activators. 320,000 compounds, 2.4% hits. AID 485313;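 also: % of control where 0% means no effect; nearly all actives have a fitted effect of over 60% in size; reporter is driven by a mutant NPC1 promoter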
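Stably transfected Huh7 (NPC1 promoter→luciferase), 1500 cells/well in Opti-MEM + 10% FBS, 2 h settle, then compound 24 h at 37 °C. Luminescence after 10 min with Amplite reagent.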
FLuc counter: firefly luciferase modulation, counter-screen for miR-21 project. P08659. purified FLuc, Km substrates, luminescence inhibition. Potency, µM (series often up to 57.5 µM), for inactives: at the top dose activity change, negative = inhibition, hits mostly inhibitors. 360,000 compounds, 6.9% hits. AID 588342;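 also: plate controls were vehicle for no effect and reference inhibitor for full effect; nearly all actives have a fitted effect of over 55% in size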
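Purified P. pyralis luciferase, 10 nM final, with Km-level 10 uM D-luciferin and 10 uM ATP in 50 mM Tris acetate pH 7.5, 10 mM Mg acetate, 0.01% Tween-20, 0.05% BSA; 6-point qHTS titration about 60 µM downward; luminescence read.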
BRCA1 expr act: BRCA1 expression activation | MCF7-BRCA1-FFLuc reporter, luminescence, 48 h; response scale: scaled: vehicle 0%, 10 µM genistein 100% | Potency, µM (series often up to 46.1 µM), without a hit: at the highest dose activation, usual class: activators | 380,000 compounds, 1.1% hits | AID 624202; also: nearly all actives have a fitted effect of over 80% in size; some results filed as inactive show a strong effect at the top dose
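Activators of BRCA1 expression were detected as increased firefly luciferase luminescence in engineered MCF7 cells after 48 h compound incubation. Signals were scaled to genistein 10 microM as full activation.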
Rab9 promoter act: activates the Rab9 promoter. AID 485297. Potency, µM (top dose mostly 9.22 µM), without a hit: at the top dose activation, negative = inhibition, actives largely listed as activators. 320,000 compounds, 2.8% hits. Huh7 Rab9 promoter-luciferase reporter, luminescence, 24 h; also: % of control where 0% means no effect; nearly all actives have a fitted effect of over 60% in size
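Luciferase signal after 10 min detection reagent at ambient indicates Rab9 promoter upregulation; stably transfected Huh7 cells were treated 24 h with compound in DMSO at 37 °C, 5% CO2.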
MBNL1 CUG block: MBNL1-poly(CUG) RNA binding inhibition; Q9NR56; TR-FRET MBNL1-His/biotin-(CUG)12 binding, 665/545 ratio; Potency, µM (series often up to 57.5 µM), without a hit: at the highest dose activity change, negative = inhibition, actives largely listed as inhibitors; 280,000 compounds, 0.036% hits; AID 2675; active = well fitted inhibition curve with a large enough effect in the signal ratio, with a control signal flat, not every such curve was filed as active; inconclusive = small, poorly fitted or top-dose-only effect, or effect the other way, or a change in a side signal; inactive = no such curve, though single readings can be large or run the other way; the % refers to the signal ratio; also: % is scaled to controls: 0 for no effect and ±100 for the full control effect
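TR-FRET between His-tagged MBNL1 and biotin-(CUG)12 RNA, detected with Tb anti-His antibody (0.055 ng/ul) and streptavidin-XL665 (5 nM), 60 min at room temperature. Compounds titrated 92 nM to 58 uM; 665/545 nm ratio normalized to buffer and complex controls.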
ELG1 genotoxic: inducers of genotoxicity in HEK293T ELG1-luciferase cells. Potency, µM (doses to about 46 µM), for inactives: top-dose activity change, positive = activation, actives largely listed as activators. 330,000 compounds, 1.3% hits. HEK293T ELG1-luciferase reporter, luminescence, 16 h; also: % of control where 0% means no effect; nearly all actives have a fitted effect of over 60% in size
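16 hr compound incubation (37 °C, 5% CO2) of HEK293T cells carrying luciferase-tagged ELG1; luciferase then measured by ONE-Glo luminescence after 30 min at RT.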
MLL CXXC-DNA inh: inhibitors of human MLL CXXC domain-DNA interaction. 290,000 compounds, 0.037% hits. MLL-CXXC / FITC-HOXA9 DNA fluorescence polarization. Potency, µM (top dose mostly 115 µM), for the others: at the highest dose activity change, negative = inhibition, hits mostly inhibitors. AID 2662. Q03164; active = well fitted inhibition curve with a large enough effect in the polarisation, with a control signal flat, not every such curve was filed as active; inconclusive = small, poorly fitted or top-dose-only effect, or effect the other way, or a change in a side signal; inactive = no such curve, though single readings can be large or run the other way; the % refers to the polarisation
Target sequence (Q03164 whole entry, looked up, the tested form may be a part): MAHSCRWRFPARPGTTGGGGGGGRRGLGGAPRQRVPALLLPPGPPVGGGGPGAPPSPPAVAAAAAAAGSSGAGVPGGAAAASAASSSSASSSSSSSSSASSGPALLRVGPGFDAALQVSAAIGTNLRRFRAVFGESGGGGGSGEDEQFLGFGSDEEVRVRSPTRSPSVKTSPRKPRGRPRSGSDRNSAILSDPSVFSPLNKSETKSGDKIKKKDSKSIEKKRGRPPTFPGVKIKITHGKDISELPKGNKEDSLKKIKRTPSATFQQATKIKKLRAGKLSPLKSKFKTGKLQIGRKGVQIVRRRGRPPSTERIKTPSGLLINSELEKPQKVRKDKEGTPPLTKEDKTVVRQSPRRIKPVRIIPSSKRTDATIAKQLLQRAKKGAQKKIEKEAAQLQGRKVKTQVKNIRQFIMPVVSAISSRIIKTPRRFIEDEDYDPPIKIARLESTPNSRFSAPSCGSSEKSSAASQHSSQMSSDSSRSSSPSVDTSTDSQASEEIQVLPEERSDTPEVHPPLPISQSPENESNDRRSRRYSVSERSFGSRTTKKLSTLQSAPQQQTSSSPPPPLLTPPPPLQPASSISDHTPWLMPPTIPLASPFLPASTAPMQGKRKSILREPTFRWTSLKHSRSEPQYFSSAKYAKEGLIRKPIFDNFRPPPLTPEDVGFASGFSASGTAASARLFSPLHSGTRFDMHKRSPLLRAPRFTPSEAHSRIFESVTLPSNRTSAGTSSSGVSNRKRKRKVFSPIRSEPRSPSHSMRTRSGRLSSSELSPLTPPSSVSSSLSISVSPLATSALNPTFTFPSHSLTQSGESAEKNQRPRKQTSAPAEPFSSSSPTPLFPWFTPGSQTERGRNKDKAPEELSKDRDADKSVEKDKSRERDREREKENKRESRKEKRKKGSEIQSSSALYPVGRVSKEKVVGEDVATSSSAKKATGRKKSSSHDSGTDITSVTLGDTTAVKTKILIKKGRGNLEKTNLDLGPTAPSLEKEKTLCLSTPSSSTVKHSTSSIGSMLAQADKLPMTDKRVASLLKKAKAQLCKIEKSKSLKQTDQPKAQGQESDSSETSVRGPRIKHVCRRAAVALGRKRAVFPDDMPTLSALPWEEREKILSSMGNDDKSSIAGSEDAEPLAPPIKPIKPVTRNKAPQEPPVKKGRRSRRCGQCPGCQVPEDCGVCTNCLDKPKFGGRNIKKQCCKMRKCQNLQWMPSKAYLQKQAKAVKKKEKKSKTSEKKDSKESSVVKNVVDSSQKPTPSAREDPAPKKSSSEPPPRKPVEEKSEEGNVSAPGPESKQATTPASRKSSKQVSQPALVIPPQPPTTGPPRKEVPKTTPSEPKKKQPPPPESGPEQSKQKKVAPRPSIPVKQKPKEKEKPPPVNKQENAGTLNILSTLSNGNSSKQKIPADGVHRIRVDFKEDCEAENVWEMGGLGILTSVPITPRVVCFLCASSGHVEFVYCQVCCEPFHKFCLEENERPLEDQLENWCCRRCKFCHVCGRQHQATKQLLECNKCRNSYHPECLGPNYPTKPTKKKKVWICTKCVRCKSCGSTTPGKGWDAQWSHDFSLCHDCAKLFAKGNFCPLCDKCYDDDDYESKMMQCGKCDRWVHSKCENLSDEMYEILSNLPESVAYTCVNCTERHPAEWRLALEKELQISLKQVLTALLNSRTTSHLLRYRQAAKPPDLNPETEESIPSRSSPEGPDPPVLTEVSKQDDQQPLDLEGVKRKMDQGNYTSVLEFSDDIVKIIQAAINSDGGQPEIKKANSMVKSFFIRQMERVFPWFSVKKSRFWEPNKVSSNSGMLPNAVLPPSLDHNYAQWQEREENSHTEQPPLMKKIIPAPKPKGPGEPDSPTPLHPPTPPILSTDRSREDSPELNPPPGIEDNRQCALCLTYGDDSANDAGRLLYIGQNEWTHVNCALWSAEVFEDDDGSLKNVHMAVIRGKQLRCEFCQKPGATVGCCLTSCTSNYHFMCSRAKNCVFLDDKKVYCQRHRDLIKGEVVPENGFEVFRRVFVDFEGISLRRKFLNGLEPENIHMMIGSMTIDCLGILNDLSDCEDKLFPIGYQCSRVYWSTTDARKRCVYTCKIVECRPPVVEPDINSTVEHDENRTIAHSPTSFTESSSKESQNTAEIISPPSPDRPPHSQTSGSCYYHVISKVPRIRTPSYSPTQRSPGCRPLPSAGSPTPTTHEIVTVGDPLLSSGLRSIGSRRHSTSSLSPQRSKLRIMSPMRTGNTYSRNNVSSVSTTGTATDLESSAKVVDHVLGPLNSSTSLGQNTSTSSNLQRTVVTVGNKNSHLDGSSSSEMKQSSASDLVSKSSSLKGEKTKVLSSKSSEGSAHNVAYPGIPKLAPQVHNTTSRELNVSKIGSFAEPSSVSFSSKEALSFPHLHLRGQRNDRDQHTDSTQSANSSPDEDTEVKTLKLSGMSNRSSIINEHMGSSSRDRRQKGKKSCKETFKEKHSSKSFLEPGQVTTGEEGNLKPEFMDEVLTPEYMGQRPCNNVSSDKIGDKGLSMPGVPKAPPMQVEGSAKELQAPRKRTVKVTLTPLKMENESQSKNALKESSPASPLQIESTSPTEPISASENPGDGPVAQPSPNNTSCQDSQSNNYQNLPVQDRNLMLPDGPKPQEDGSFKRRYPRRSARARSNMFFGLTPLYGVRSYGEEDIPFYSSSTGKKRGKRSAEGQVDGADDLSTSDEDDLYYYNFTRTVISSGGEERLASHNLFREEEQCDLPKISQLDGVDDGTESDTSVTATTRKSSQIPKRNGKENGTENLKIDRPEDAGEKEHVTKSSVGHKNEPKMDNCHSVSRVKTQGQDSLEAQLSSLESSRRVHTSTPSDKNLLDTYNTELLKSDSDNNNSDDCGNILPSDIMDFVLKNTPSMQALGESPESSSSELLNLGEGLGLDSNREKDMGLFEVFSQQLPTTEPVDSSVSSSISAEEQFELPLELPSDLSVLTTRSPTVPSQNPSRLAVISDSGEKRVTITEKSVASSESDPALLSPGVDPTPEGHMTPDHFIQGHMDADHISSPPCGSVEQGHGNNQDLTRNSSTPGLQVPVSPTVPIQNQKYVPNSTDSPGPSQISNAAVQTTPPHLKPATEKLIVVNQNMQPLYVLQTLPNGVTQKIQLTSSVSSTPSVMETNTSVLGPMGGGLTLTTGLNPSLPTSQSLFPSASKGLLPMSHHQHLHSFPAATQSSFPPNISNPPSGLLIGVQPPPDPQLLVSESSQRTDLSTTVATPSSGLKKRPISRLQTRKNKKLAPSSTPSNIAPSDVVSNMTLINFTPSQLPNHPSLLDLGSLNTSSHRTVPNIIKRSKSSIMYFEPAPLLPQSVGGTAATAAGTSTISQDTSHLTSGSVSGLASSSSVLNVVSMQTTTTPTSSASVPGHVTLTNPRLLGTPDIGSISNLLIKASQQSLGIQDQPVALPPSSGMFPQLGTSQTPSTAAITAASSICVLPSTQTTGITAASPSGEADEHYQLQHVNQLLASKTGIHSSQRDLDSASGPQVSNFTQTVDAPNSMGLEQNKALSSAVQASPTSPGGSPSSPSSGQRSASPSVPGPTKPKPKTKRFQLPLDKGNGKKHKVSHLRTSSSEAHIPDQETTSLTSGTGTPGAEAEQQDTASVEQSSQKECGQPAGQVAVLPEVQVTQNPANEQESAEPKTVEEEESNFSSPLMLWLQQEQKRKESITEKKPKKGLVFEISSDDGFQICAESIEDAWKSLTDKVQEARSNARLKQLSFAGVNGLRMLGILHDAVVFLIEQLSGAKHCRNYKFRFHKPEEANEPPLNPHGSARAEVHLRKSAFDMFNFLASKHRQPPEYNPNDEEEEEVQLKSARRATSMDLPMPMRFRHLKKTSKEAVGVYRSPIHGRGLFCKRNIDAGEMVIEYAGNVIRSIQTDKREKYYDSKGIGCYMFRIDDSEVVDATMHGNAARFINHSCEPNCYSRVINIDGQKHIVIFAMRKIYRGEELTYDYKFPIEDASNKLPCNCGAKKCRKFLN
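Fluorescence polarization: 7 uM MLL-CXXC (stock) preincubated 5 min with compounds, then 50 nM fluorescein-HOX-A9 DNA (stock) added; 30 min ambient. Buffer 50 mM Tris-HCl pH 7.5, 50 mM NaCl, 1 mM DTT, 0.05% BSA.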
uPA generation: blocks generation of uPA at the cell surface | Potency, µM (highest dose often 38.3 µM), for inactives: at the highest dose activity change, negative = inhibition, hits mostly inhibitors | cell surface uPA generation assay, qHTS | 330,000 compounds, 0.31% hits; active = well fitted inhibition curve with a large enough effect; inconclusive = small, poorly fitted or top-dose-only effect; inactive = no such curve, though single readings can be large or run the other way; tested in mouse RAW 264.7 cells; also: % is scaled to controls: 0 for no effect and ±100 for the full control effect; nearly all actives have a fitted effect of over 55% in size
Gal4-VP16 FLuc: inhibits Gal4-VP16 luciferase reporter, ROR gamma counter-screen; Drosophila S2 Gal4-VP16 UAS-luciferase, luminescence, 20 h; Potency, µM (top dose mostly 53.6 µM), for the others: at the top dose activity, negative = inhibition, actives largely listed as inhibitors; 310,000 compounds, 3.5% hits;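 also: Gal4-VP16 expression switched on by copper sulfate through the metallothionein promoter; % is scaled to controls: 0 for no effect and ±100 for the full control effect; nearly all actives have a fitted effect of over 50% in size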
RORgamma inh: blocks mouse ROR gamma transcriptional activity | P51450 | 310,000 compounds, 5.4% hits | Potency, µM (highest dose often 53.6 µM), inactives show at the highest dose activity change, negative = inhibition, most hits filed as inhibitors | Drosophila S2 Gal4-RORgamma UAS-luciferase reporter, 20 h; also: % is scaled to controls: 0 for no effect and ±100 for the full control effect; nearly all actives have a fitted effect of over 60% in size
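Schneider cells (Drosophila), stable Gal4 DBD–ROR gamma + UAS-luc; 1 hr cmpd preincubation; Cu2+ induction 700 uM final; 20 hr ambient; luminescence.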
p53 reactivator: restores transcriptional activity of mutant p53 | H1299 p53-A138V BP100-luciferase reporter, luminescence, 24 h | Potency, µM (doses to about 92.2 µM), for the others: at the top dose activity change, positive = activation, usual class: activators | 320,000 compounds, 0.063% hits; also: % of control where 0% means no effect; nearly all actives have a fitted effect of over 45% in size
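p53-null H1299 cells stably carrying temperature-sensitive p53-A138V and a BP100-luciferase reporter were pinned with compounds (4-point, 1:5 series) and held 24 hrs at 37 deg C. Luminescence was read 10 min after detection reagent.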
Active calls of the source: *; ? = inconclusive; nt = not tested or not shown; & = joins results of further samples; [ ] = remark or other dose. Unless noted, calls follow the shape of the dose curve; as a rule, active = well fitted curve in the direction sought with a large enough effect; inconclusive = small, poorly fitted or top-dose-only effect, or another doubt; inactive = no such curve, though single readings can be large; an effect the other way counts as inactive or inconclusive. Potency is read from the fitted curve at half-maximal effect. This is a subset; rates above refer to the full screens.

Fields – NPC1 promoter act	FLuc counter	BRCA1 expr act	Rab9 promoter act	MBNL1 CUG block	ELG1 genotoxic	MLL CXXC-DNA inh	uPA generation	Gal4-VP16 FLuc	RORgamma inh	p53 reactivator
1	COc1ccc2c(c1)C1(Nc3ccccc3-c3nc4ccccc4n31)C(=O)N2 (stereo not given)
    -1%	?	0%	-2%	-7%	7%	1%	-1%	-1%	11%	-7%
2	Cc1ccc(C)c(NC(=O)C2CC3CCC2C3)c1 (stereo not given)
    12%	?	38%	10%	-2%	5%	-8%	?	1%	9%	-2%
3	CCOc1ccc2nc(NC(=O)CSc3ccccc3)sc2c1
    22%	21µM*	18%	12%	-3%	13%	17%	-9%	-1%	33%	14%
4	Cn1cccc1Cc1nnc(SCC(=O)N2CCOCC2)n1-c1ccc(F)cc1
    0%	1%	1%	4%	-3%	-13%	9%	4%	?	-10%	4%
5	CN(Cc1nc(-c2cnccn2)no1)CC1CCN(Cc2ccccc2)CC1
    3%	-2%	8%	1%	-6%	0%	5%	14%	2%	-27%	-2%
6	Cc1cc(NC(=O)CN2C(=O)[C@@H]3[C@H](C2=O)[C@@H]2C[C@H]3C(Br)C2Br)no1 (stereo not given in full)
    -1%	1%	-22%	1%	nt	-1%	-3%	1%	0%	10%	-3%
7	COc1ccc(-c2c(C)nn(-c3ccccc3)c2NC(C)=O)cc1OC
    -4%	-3%	0%	5%	-3%	0%	-12%	8%	-4%	12%	9%
8	O=[N+]([O-])c1cccnc1Oc1ccccc1F
    3%	6%	-5%	-5%	?	1%	-6%	0%	-10%	24%	12%
9	COc1cc(C(=O)Nc2scc(-c3ccc(C)cc3)c2C(=O)O)cc(OC)c1OC
    4%	-10%	-30%	-4%	2%	-13%	-28%	0%	-2%	28%	0%
10	Cc1cccc(NC(=O)c2ccccc2O)c1C
    ?	13µM*	?	?	-8%	2%	-4%	-13%	1.1µM*	?	?
11	CCN(CC)CCOCCOc1ccc(Cl)c2ccccc12
    -3%	-1%	-44%	2%	11%	-14%	4%	?	9%	-24%	-2%
12	CC(C)Cc1nc2sc3c(c2c(=O)n1N)CC(C(C)C)OC3 (stereo not given)
    -6%	0%	16%	0%	12%	-1%	1%	0%	1%	-6%	-3%
13	C=CCn1c(Oc2ccc(C=O)cc2OCC)nc2c1c(=O)n(C)c(=O)n2C
    4%	1%	-3%	4%	1%	-1%	-21%	6%	6%	-13%	-1%
14	CSCCC(NS(=O)(=O)c1ccc(Cl)cc1)C(=O)OCC(=O)NC1CCCCC1 (stereo not given)
    -3%	-1%	0%	0%	-1%	-4%	-5%	4%	-11%	2%	0%
15	Cn1c(NC(=O)C[n+]2cc(-c3ccc(F)cc3)n3c2CCC3)cc(=O)n(C)c1=O
    1%	-10%	3%	2%	-2%	3%	10%	-13%	3%	0%	-8%
16	COc1ccc(CN2C(=O)COc3ccccc32)cc1
    1%	-13%	-2%	-4%	-8%	-2%	-8%	0%	-4%	-10%	-1%
17	Cc1cc(-c2nn(-c3ccccc3F)cc2CNCCc2cnccn2)c(C)s1
    -3%	-3%	-19%	0%	0%	-2%	0%	-2%	-4%	-15%	0%
18	O=S(=O)(NCCS(=O)(=O)N1CCN(c2ccccc2)CC1)c1ccccc1
    1%	2%&-1%	-18%	5%	6%	1%	-2%	2%	-15%	1%	-2%
19	COc1cccc(OC)c1-c1nn2c(-c3cc(-c4ccccc4)n[nH]3)nnc2s1
    -11%	?	-74%	-8%	-7%	8%	102%[activator]	-11%	-14%	0%	-4%
20	COc1ccc(-c2cn(-c3ccc(C)c(C)c3)c(=S)[nH]2)cc1OC
    12%	-24%	-16%	0%	-1%	5%	51%[activator]	17%	13µM*	?	7%

#21 O=C(N/C(=C/c1ccc(Cl)cc1)C(=O)N1CCOCC1)c1ccccc1
#22 COc1cc(C(=O)N/N=C/c2ccsc2C)cc(OC)c1OC
#23 Cc1cc2nc3n(c2cc1C)CCCN3
#24 COc1ccc(CNC(=O)C(=O)NC2CC(C)(C)NC(C)(C)C2)cc1
#25 CC(NC(=O)c1ccccc1)c1nnc(SCC(=O)Nc2nnc(C3CC3)s2)n1C (stereo not given)
#26 O=S(=O)(NCCc1ccccc1)c1cccs1
#27 O=C(CCc1nnc(CCC2CCCCC2)o1)NCCn1cccn1
#28 CN1CC(=O)N(CC(=O)N2CCC(Cc3ccccc3)CC2)C1=O

Assay by compound	21	22	23	24	25	26	27	28
NPC1 promoter act	7%	-11%	-3%	-1%	-2%	-6%	-1%	-1%
FLuc counter	0%	-12%	-16%	-1%	1%	5%	3%	2%
BRCA1 expr act	-26%	-76%	54%	-4%	8%	-4%	3%	31%
Rab9 promoter act	-2%	-20%	0%	-3%	1%	0%	-17%	8%
MBNL1 CUG block	-8%	13%	0%	-2%	nt	-3%	-2%	-7%
ELG1 genotoxic	-8%	15%	-7%	1%	3%	1%	2%	-2%
MLL CXXC-DNA inh	-6%	12%	1%	6%	nt	5%	-2%	-4%
uPA generation	1%	-9%	-13%	0%	-4%	2%	0%	0%
Gal4-VP16 FLuc	1%	?	-10%	2%	nt	-4%	-26%	7%
RORgamma inh	15%	13µM*	1.6µM*	-14%	nt	?	-2%	?
p53 reactivator	-12%	7%	nt	-8%	3%	25%	4%	1%

#29 O=c1ccc(-c2ccc(S(=O)(=O)Nc3ccccc3)o2)n[nH]1
#30 Cn1cc(S(=O)(=O)N2CCc3ccccc32)cc1C(=O)NC1CCCCC1
#31 CCOc1ccc(NC(=O)CSc2n[nH]c(=O)n2-c2ccccc2)cc1
#32 COc1ccc(-c2noc(-c3ccccc3C(=O)Nc3cccnc3)n2)cc1OC
#33 COc1ccc(OC)c(C(=O)N(C)C2CCCN(Cc3ccccc3F)C2)c1 (stereo not given)
#34 Cc1cccc(Cn2nc(C)cc2NC(=O)Cn2cc([N+](=O)[O-])cn2)c1
#35 Cc1ccccc1NC(=S)NC1CC2CCC(C1)N2Cc1ccco1 (stereo not given)
#36 FC(F)(F)c1ccc(C2[C@H]3CN(Cc4ccc(-c5ccccc5)cc4)[C@H](c4ccccc4)C34CC2(c2cccnc2)C4)cc1 (stereo not given in full)

Assay by compound	29	30	31	32	33	34	35	36
NPC1 promoter act	-4%	-6%	-6%	-1%	1%	-5%	-4%	-7%
FLuc counter	2%	6%	4%	?	1%	-1%	1%	0%
BRCA1 expr act	-11%	-8%	1%	4%	0%	-6%	-11%	35%
Rab9 promoter act	-1%	4%	-3%	-2%	-2%	2%	4%	1%
MBNL1 CUG block	?	-7%	-1%	-7%	-1%	1%	2%	-2%
ELG1 genotoxic	4%	10%	-1%	-3%	-3%	2%	0%	-8%
MLL CXXC-DNA inh	8%	nt	0%	0%	-1%	13%	1%	16%
uPA generation	-8%	9%	nt	-1%	10%	3%	-3%	6%
Gal4-VP16 FLuc	5%	-4%	-12%	4%	-1%	-5%	-1%	-11%&-4%
RORgamma inh	-24%	26%	5%	23%	3%	-2%	-9%	-6%&3%
p53 reactivator	6%	nt	2%	-11%	nt	10%	-4%	3%

Random excerpt: 4 compounds from above
#30 Cn1cc(S(=O)(=O)N2CCc3ccccc32)cc1C(=O)NC1CCCCC1
#36 FC(F)(F)c1ccc(C2[C@H]3CN(Cc4ccc(-c5ccccc5)cc4)[C@H](c4ccccc4)C34CC2(c2cccnc2)C4)cc1 (stereo not given in full)
#29 O=c1ccc(-c2ccc(S(=O)(=O)Nc3ccccc3)o2)n[nH]1
#33 COc1ccc(OC)c(C(=O)N(C)C2CCCN(Cc3ccccc3F)C2)c1 (stereo not given)

Assay by compound	30	36	29	33
NPC1 promoter act	-6%	-7%	-4%	1%
FLuc counter	6%	0%	2%	1%
BRCA1 expr act	-8%	35%	-11%	0%
Rab9 promoter act	4%	1%	-1%	-2%
MBNL1 CUG block	-7%	-2%	?	-1%
ELG1 genotoxic	10%	-8%	4%	-3%
MLL CXXC-DNA inh	nt	16%	8%	-1%
uPA generation	9%	6%	-8%	10%
Gal4-VP16 FLuc	-4%	-11%&-4%	5%	-1%
RORgamma inh	26%	-6%&3%	-24%	3%
p53 reactivator	nt	3%	6%	nt
